# APJ antag: antagonists of human apelin receptor APJ, primary screen, CHO-K1 cells, beta-arrestin complementation, luminescence; P35414; inhibition, % at 20 µM; AID 2521, 2010; hit rate 0.32% among 330,000;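 active means inhibition above about 40% at 20 µM, limit read from the data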;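 further: cells challenged with 10 nM apelin-13 agonist together with compound; plate controls were apelin-13 plus DMSO wells for no effect and DMSO wells lacking apelin-13 for full effect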
# Target sequence (P35414 whole entry, looked up): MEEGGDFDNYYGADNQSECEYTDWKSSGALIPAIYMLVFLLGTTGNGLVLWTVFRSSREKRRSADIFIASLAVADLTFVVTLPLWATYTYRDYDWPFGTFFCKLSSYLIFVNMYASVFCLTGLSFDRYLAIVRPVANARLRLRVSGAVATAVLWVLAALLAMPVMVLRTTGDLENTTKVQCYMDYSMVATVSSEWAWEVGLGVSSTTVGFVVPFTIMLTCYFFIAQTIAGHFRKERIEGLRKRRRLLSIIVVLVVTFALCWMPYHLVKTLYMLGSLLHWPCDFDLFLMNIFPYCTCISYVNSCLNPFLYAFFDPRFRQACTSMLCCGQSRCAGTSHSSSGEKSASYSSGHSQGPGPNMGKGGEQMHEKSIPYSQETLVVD
# Gli-Sufu antag: Gli-Sufu pathway antagonists, primary screen, luciferase luminescence, Sufu-KO-LIGHT cells, uHTS; hit rate 0.74% among 340,000; Sufu-KO-LIGHT fibroblasts, Gli luciferase reporter luminescence; inhibition, % at 5 µM;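 active means inhibition above about 55%, limit read from the data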;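 further: 0% = DMSO-treated cells and 100% = wells with medium but no cells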
# CCR6 antag: CCR6 receptor antagonists, primary screen, cell-based, CHO-K1, luminescence, beta-arrestin, uHTS; hit rate 0.49% among 340,000; C-C chemokine receptor type 6 (Homo sapiens), P51684; CHO-K1 CCR6 PathHunter beta-arrestin, CCL20-stimulated; inhibition, % at 20 µM;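 active means compounds whose inhibition of the agonist-driven luminescence signal at 20 µM reaches about 50%, limit read from the data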;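 further: cells stimulated with CCL20 at 14 nM final; plate controls were DMSO with CCL20 for no effect and DMSO without agonist for full effect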
# EBI2 block: EBI2 receptor antagonists, beta-arrestin recruitment, primary screen, cell-based, luminescence, 7a,25-OHC stimulation, uHTS. hit rate 0.81% among 360,000. G-protein coupled receptor 183 (Homo sapiens), P32249. inhibition, % at 5 µM. 7a,25-OHC stimulated; in the data active means inhibition above about 38%;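 further: enzyme fragment complementation signal reports receptor beta-arrestin coupling in cells; 0% = agonist plus DMSO wells and 100% = wells without agonist; some results beyond the cut were filed as inactive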
# Target sequence (P32249 whole entry, looked up, the tested form may be a part): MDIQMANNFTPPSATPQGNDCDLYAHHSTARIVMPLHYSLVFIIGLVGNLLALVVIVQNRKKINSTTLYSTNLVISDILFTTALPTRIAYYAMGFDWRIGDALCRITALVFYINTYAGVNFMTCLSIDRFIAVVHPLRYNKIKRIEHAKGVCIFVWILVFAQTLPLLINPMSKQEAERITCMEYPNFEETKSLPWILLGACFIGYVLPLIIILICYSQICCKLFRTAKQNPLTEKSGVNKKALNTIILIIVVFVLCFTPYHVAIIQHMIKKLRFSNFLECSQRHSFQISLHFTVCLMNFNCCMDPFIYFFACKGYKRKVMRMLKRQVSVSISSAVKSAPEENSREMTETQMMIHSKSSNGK
# UBC13 polyUb: UBC13 polyubiquitin chain formation inhibitors, primary screen, biochemical, TR-FRET, uHTS | Ubiquitin-conjugating enzyme E2 N (Homo sapiens), P61088 | inhibition, % at 20 µM | hit rate 0.47% among 330,000 | AID 485273, 2010; in the data active means inhibition above about 45%, passing the limit was not always enough
# Target sequence (P61088 whole entry, looked up): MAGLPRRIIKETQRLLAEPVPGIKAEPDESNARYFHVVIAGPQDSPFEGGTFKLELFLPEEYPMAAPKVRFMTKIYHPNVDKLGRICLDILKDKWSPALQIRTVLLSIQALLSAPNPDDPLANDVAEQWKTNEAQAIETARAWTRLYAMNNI
# CXCR6 block: CXCR6 receptor inhibitors, primary screen, cell-based, beta-arrestin, luminescence, CHO-K1 PathHunter, 1536-well; inhibition, % at 20 µM; hit rate 0.36% among 360,000; AID 602244, 2012; in the data active means inhibition above about 34%, passing the limit was not always enough;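 further: antagonist mode with CXCL16 agonist at 10 nM final; 0% = 10 nM CXCL16 with DMSO and 100% = unstimulated wells without agonist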
# ATG4B inhibitor: ATG4B protease inhibitors, primary screen, biochemical, fluorescence, uHTS; inhibition, % at 8.33 µM; hit rate 0.51% among 340,000; AID 504462, 2011; ATG4B cleavage of LC3-PLA2, NBD-HPC fluorescence, 1 h; in the data active means inhibition above about 40%
# APJ ag: agonists of human apelin receptor APJ, primary screen, CHO-K1 cells, PathHunter beta-arrestin, luminescence. activation, % at 20 µM. P35414. 0% DMSO wells, 100% apelin. AID 2520, 2010. hit rate 0.11% among 330,000;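 active means activation more than six SD over the plate average, tested at 20 µM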;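 further: 0% = DMSO alone and 100% = apelin-13 at 10 nM; some results filed as inactive read as strong as hits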
#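 Incubation: overnight seeding, 90 min compound at 25 °C, 1 h detection; test system: PathHunter CHO-K1 APJ (AGTRL-1) beta-arrestin reporter cells; amount: 1000 cells/well; doses: one dose, 20 µM compound, 1% DMSO; measured by: beta-gal luminescence; measure: agonist-driven arrestin binding to APJ; benchmarks: negative DMSO alone, positive Apelin-13 at 10 nM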
# * marks the source's active call; other numbers are inactive results; x = not tested or not shown; & = joins results of further samples. Rows are unselected. About 3% of those tested had a hit in this group.
# Value order: CCR6 antag, APJ ag, APJ antag, UBC13 polyUb, Gli-Sufu antag, ATG4B inhibitor, CXCR6 block, EBI2 block
Cc1ccnc2nc(C(=O)NCc3ccccc3)nn12
    -2.1, -2.0, 15.0, -1.6, -2.4, -2.9, 2.2, -4.9
C[C@@H](O)[C@H]1O[C@]2(C)CCC[C@H]1O2
    -0.3, -3.1, -9.9, -7.6, -4.3, -6.6, 10.5, -14.3
CN(C)CCOC(=O)c1ccc2c(c1)S(=O)(=O)c1ccccc1C2=O
    -1.1, 3.3, -6.6, 5.0, -0.8, -2.1, -12.9, 8.5
CC(Sc1nc(C(C)(C)C)cc(-c2ccccc2)c1C#N)C(=O)Nc1ccccc1 (centres undefined)
    -2.4, -1.2, -5.8, 2.2, 1.2, -3.3, 1.4, 16.8
COc1ccc(CCNC(=O)C2CCCN2C(=O)Nc2ccc(F)cc2)cc1OC (centres undefined)
    -10.3, -1.6, -13.3, -1.6, 11.3, 8.0, -6.8, -12.5
Cc1ccc(CCNS(=O)(=O)c2cnc[nH]2)cc1
    3.6, -4.1, -3.7, -4.9, -0.5, -0.5, -15.4, 0.0
Cc1cccnc1NC(=O)CSc1nnc(Cc2ccccc2)o1
    11.5, -1.2, -14.4, -1.5, 10.5, 10.1, 6.8, -18.0
Cn1c(CC(=O)Nc2ccccc2)nnc1SCC(=O)NC1=NCCS1
    -1.1, -0.6, 5.4, 2.4, -23.9, -4.8, 3.9, -9.7
CC[C@]12c3[nH]c4ccc(OC)cc4c3CCN1C(=O)C(CC(=O)NCC13CC4CC(CC(C4)C1)C3)C[C@@H]2C(=O)N1CCN(C(=O)C2CC2)CC1 (some centres undefined)
    21.4, x, x, x, -1.4, x, -2.9, 3.9
COc1cc(-c2noc(C)c2/C=C/c2ccc(OC(C)=O)cc2)cc(OC)c1OC
    18.4, -1.1, 1.6, 3.4, 53.2, -4.7, -3.4, -22.8
CSc1ccc(S(=O)(=O)N2CCC(C(=O)Nc3ccccc3C(F)(F)F)CC2)cc1
    -0.3, -3.3, 16.9, -0.7, 14.5, 33.5, 0.1, 3.2
O=C(CCC(=O)OCC(=O)c1cccc([N+](=O)[O-])c1)Nc1ccccc1Cl
    61.5*, -13.1, 68.3*, -9.1, 0.3, 11.6, 29.8, 11.7
CC(=O)Nc1cc(C(=O)N2CCN(C)CC2)ccc1S(=O)(=O)c1ccc(C)cc1
    -3.1, -4.8, 0.7, 12.9, 4.0, -2.4, 0.2, -5.5
COc1ccccc1OCCN1C(=O)S/C(=C\c2ccco2)C1=O
    -2.0, -4.3, 3.2, -11.5, -5.8, 1.4, -6.3, -7.3
CCOC(=O)c1c(C)sc2c1N(C(=O)CN(CC)CC)c1ccccc1S2
    17.9, -2.1, 7.1, 7.7, 6.0, -11.0, -2.0, 11.5
C/C(O)=C\c1nc(=O)c2c(C)cc(C)nc2n1-c1ccccc1
    -7.8, -0.7, 3.3, 10.7, -2.0, 0.2, 2.2, -5.3
O=C1Nc2ccccc2C12OC1CCCCC1O2 (centres undefined)
    -6.0, -1.1, -8.7, 0.0, -1.9, 9.6, -1.2, 6.9
CCc1nnc(NC(=O)c2ccc3c(c2)C(=O)N(C(C)(C)C)C3=O)s1
    -7.0, -1.5, 15.0, 7.1, -86.6, 1.2, 2.6, 6.5
CC(C)(C)NC(=O)NC(=O)COC(=O)CCC1CCCCC1
    10.8, -4.5, -5.9, 2.9, -1.9, 8.3, 5.2, -6.3
O=C(CSc1nc2c(cnn2-c2ccc(F)cc2)c(=O)[nH]1)N1CCCCCC1
    10.3, -0.1, -1.8, -8.0, 2.4, 12.0, -0.1, 6.6

# Continuation.
# Value order: CCR6 antag, APJ ag, APJ antag, UBC13 polyUb, Gli-Sufu antag, ATG4B inhibitor, CXCR6 block, EBI2 block
Cc1ccc(NC(=O)CC2SC(=Nc3ccc(O)cc3)NC2=O)cc1 (centres undefined)
    10.7, 1.7, -9.8, -1.0, -0.7, -0.9, -3.0, -15.5
CCOC(=O)NC(=O)COC(=O)c1cccc2ccccc12
    -13.4, -3.6, -12.3, -2.6, -4.0, -3.2, -0.5, -2.4
O=C(O)c1ccnc(SCC(=O)c2ccccc2)c1
    -19.4, -2.7, 14.9, 7.6, -1.9, -0.3, -2.1, 2.4
COc1ccc(-c2csc3nc(C)nc(N4CCN(C(C)=O)CC4)c23)cc1OC
    -11.7, -3.7, -20.5, 4.2, 21.1, 1.3, -0.7, 8.4
Cc1ccc(-n2ncc3c(NCCCN4CCOCC4)ncnc32)c(C)c1
    2.1, -1.0, -4.4, 2.7, -12.6, 0.2, -3.2, -1.3
O=C(NC(=S)Nc1cccc2c(O)cccc12)c1ccco1
    21.3, 10.8, -64.9, -15.7, -10.3, -2.6, 11.5, -5.4
CCOC(=O)c1c(C)[nH]c(C(=O)C(C)Sc2ccc(Cl)cc2)c1C (centres undefined)
    3.4, 0.6, 7.3, 3.5, 10.8, -13.8, 4.4, 8.2
COc1ccc(-c2ccc(-c3nc4ccc(C)cn4c3NC3CCCCC3)cc2OC)cc1
    26.2, 9.2, -11.2, 3.7, 29.8, -2.5, 15.8&7.2, 72.4*
Cn1cccc1/C=N/NC(=O)C12CC3CC(CC(C3)C1)C2
    6.4, -1.4, -10.8, 8.8, -1.2, -9.8, 2.2, -8.8
COc1ccc(CCNC(=O)C2CC3Cn4c(nc5cc6ccccc6cc54)C3N2C)cc1 (centres undefined)
    -7.3, 5.4, 13.4, 17.0, 25.6, -10.6, -3.1, -2.3
O=C(CCNC(=O)c1ccccc1Cl)N/N=C\c1ccc(O)cc1
    2.5, -2.9, -22.1, 7.2, -3.7, -9.0, -1.4, 2.7
C/C(CC(=O)Nc1ccc([N+](=O)[O-])cc1)=N\NC(=O)c1ccccc1[N+](=O)[O-]
    7.0, -2.0, 12.3, 0.0, 19.3, -10.3, 10.1, 2.1
COc1ccc(NC(=O)CCN2CCN(S(=O)(=O)c3ccc(C(C)C)cc3)CC2)cc1
    18.8, 2.5, -27.4, 2.5, 9.7, -7.5, 0.6, 11.2
Cn1c(CNC(=O)CNS(=O)(=O)c2ccc(Br)cc2)cc(=O)n(C)c1=O
    4.8, 4.8, 10.8, 1.9, -9.2, -5.9, 4.5, -6.0
C/C(=N\NC(=O)CNC(=O)c1ccc2c(c1)OCCO2)c1ccco1
    -11.0, -1.3, 1.2, 3.5, -4.0, 7.1, 4.3, -4.2
O=C(COC(=O)c1cccc([N+](=O)[O-])c1)NC1CCCC1
    -3.6, 0.7, 1.0, 7.2, 0.7, 4.8, -10.0, -3.2
COc1ccc(N2C(=O)C3C(C2=O)C2C=CC3C23CC3)c(OC)c1 (centres undefined)
    5.0, 2.5, 20.3, 4.6, -7.7, 5.4, -3.2, -13.7
COc1ccc(C(=O)c2cn[nH]c2-c2cc(Cl)ccc2O)cc1
    11.6, -1.2, -24.7, -2.2, 7.4, -2.5, -5.0, -6.3
CCOC(=O)Nc1ccc2c(CN3CCN(S(=O)(=O)c4ccccc4)CC3)cc(=O)oc2c1
    1.9, 0.1, 5.7, -3.3, 13.7, -6.2, 0.7, -7.3
CN=C(Nc1cccnc1)c1cccc(C(F)(F)F)c1
    4.1, -0.3, -9.8, 2.1, -2.8, 6.6, 13.5, 3.5

# Given bar-delimited: entries from further up
compound | CCR6 antag | APJ ag | APJ antag | UBC13 polyUb | Gli-Sufu antag | ATG4B inhibitor | CXCR6 block | EBI2 block
O=C(COC(=O)c1cccc([N+](=O)[O-])c1)NC1CCCC1 | -3.6 | 0.7 | 1.0 | 7.2 | 0.7 | 4.8 | -10.0 | -3.2
COc1ccc(N2C(=O)C3C(C2=O)C2C=CC3C23CC3)c(OC)c1 (centres undefined) | 5.0 | 2.5 | 20.3 | 4.6 | -7.7 | 5.4 | -3.2 | -13.7
COc1ccc(C(=O)c2cn[nH]c2-c2cc(Cl)ccc2O)cc1 | 11.6 | -1.2 | -24.7 | -2.2 | 7.4 | -2.5 | -5.0 | -6.3
CCOC(=O)Nc1ccc2c(CN3CCN(S(=O)(=O)c4ccccc4)CC3)cc(=O)oc2c1 | 1.9 | 0.1 | 5.7 | -3.3 | 13.7 | -6.2 | 0.7 | -7.3

# Of the compounds above, 2 have a CF3 group.
# Value order: CCR6 antag, APJ ag, APJ antag, UBC13 polyUb, Gli-Sufu antag, ATG4B inhibitor, CXCR6 block, EBI2 block
CSc1ccc(S(=O)(=O)N2CCC(C(=O)Nc3ccccc3C(F)(F)F)CC2)cc1
    -0.3, -3.3, 16.9, -0.7, 14.5, 33.5, 0.1, 3.2
CN=C(Nc1cccnc1)c1cccc(C(F)(F)F)c1
    4.1, -0.3, -9.8, 2.1, -2.8, 6.6, 13.5, 3.5

# More results.
# Value order: CCR6 antag, APJ ag, APJ antag, UBC13 polyUb, Gli-Sufu antag, ATG4B inhibitor, CXCR6 block, EBI2 block
CCCN(C(=O)CSc1nc2c(cnn2-c2ccccc2)c(=O)[nH]1)C1CCS(=O)(=O)C1 (centres undefined)
    -3.0, -2.3, 12.8, 5.7, -2.4, 0.6, 8.9, -9.2
FC(F)(F)c1cccc(CNC(=S)Nc2ccccc2)c1
    13.8, -1.4, 1.1, 8.2, -10.2, 48.6*, -3.6, 2.0
CC(C)C[C@H](NC(=O)c1nc[nH]c1C(=O)N1CCN(C(=O)OC(C)(C)C)CC1)C(=O)OC(C)(C)C
    14.7, 0.6, 9.8, -0.4, 6.6, -11.1, -1.2, -7.0
CCCN(CC(=O)Nc1cccc(Br)c1)CC(=O)Nc1ccc(F)c(F)c1F
    -10.8, -3.1, 5.0, 1.3, 9.4, 9.2, -15.2, 12.2
CCN1c2ccccc2NC2N=C(OC)C(c3ccccc3)C21 (centres undefined)
    -4.5, 2.0, -36.2, 0.3, 2.2, 2.4, -2.0, -23.4
COc1cc2c(cc1OC)-c1cc(N3CCc4ccccc43)nc(=O)n1CC2
    -18.9, -0.6, -9.5, 12.8, 0.6, -10.7, 3.8, -1.0
COc1ccc(OC)c(/C(C)=N\NC(=O)c2cc3cc(Cl)ccc3n2C)c1
    8.4, -4.8, 2.5, 3.9, 0.2, -4.2, -0.8, 9.0
O=C(c1ccc2nc3ccccc3c(=O)n2c1)N1CCN(Cc2ccc3c(c2)OCO3)CC1
    -4.4, -2.4, 10.5, 28.0, 3.6, -22.7, 5.1, 9.3
CC1CCN(S(=O)(=O)c2ccc3c(c2)NC(=O)CS3)CC1
    0.5, -2.1, 20.9, 10.9, 1.4, -5.9, -5.1, 4.5
CC(=O)c1nn(-c2ccc(C)cc2)cc1C(=O)c1cccc(Br)c1
    3.3, -4.1, 10.1, -4.0, -1.5, -2.2, 0.7, 46.1*
O=[N+]([O-])c1cccc(-c2n[nH]c(=S)n2-c2ccccc2)c1
    14.7, -0.2, 18.3, 0.4, -5.8, -1.1, x, x
CNc1c([N+](=O)[O-])ncn1C
    9.7, 0.8, -18.3, -2.9, -4.5, 2.0, -9.9, -7.4
COc1ccc(C(=O)NC(Cc2ccccc2)c2ccc3c(c2)OCCCO3)cc1 (centres undefined)
    7.9, -2.4, -4.7, 1.3, 23.7, -16.0, 6.4, -2.9
O=C(Nc1ccnn1C1CCN(Cc2ccn[nH]2)CC1)c1ccccc1
    13.7, 2.5, 2.6, -3.8, 24.4, 6.0, 5.8, -12.8
CCOC(=O)c1cc(C#N)c(N2CCN(C(=O)c3cccc(C(F)(F)F)c3)CC2)nc1C(F)(F)F
    -1.8, -0.3, -7.2, 7.6, 15.7, 0.3, -5.1, 1.4
O=C(CN1C(=O)S/C(=C\c2ccc(O)cc2)C1=O)c1ccccc1
    31.5, -4.9, -6.1, -1.3, 19.8, 22.0, 10.7, 14.2
